Screening results (PubChem)
mIAP inh – mouse IAP inhibition. 330,000 tested, 0.2% active. AID 2806. purified mouse IAP, CDP-Star luminescence, 30 min. inhibition, % at 10 µM;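 active = inhibition of at least 40% at 10 µM in the primary screen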;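 note: plate controls were DMSO with enzyme for no effect and no enzyme wells for full effect; values of inactives mirror those of a sister screen read the other way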
APOBEC3A inh – blocks human APOBEC3A ssDNA deamination. AID 493011. P31941. 330,000 tested, 0.41% active. recombinant A3A, FAM/TAMRA ssDNA deamination fluorescence. inhibition, % at 20 µM;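 active = at least 40% inhibition at 20 µM here, with at most 30% in a related deaminase screen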;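 note: plate controls were A3A with DMSO for no effect and wells lacking A3A enzyme for full effect; some results filed as inactive read as strong as hits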
Target sequence (P31941 whole entry, looked up): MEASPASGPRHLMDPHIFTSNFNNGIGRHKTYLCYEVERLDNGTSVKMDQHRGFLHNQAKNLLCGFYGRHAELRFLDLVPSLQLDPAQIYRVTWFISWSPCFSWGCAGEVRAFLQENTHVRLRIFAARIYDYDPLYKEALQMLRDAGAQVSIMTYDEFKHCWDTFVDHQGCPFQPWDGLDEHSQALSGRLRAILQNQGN
TIM10 inh – inhibits growth of TIM10 yeast strain; S. cerevisiae TIM10 strain growth, BacTiter-Glo luminescence, 24 h; inhibition, % at 10 µM; 330,000 tested, 1.4% active; AID 463195;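 active = inhibition of 40% or more at the single tested concentration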;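 note: wild-type TIM10 isogenic control strain grown at permissive 25 °C; 0% = DMSO yeast wells and 100% = minimal medium wells without yeast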
APOBEC3G inh – blocks human APOBEC3G single-stranded DNA deamination; Q9HC16; recombinant A3G, ssDNA deamination FAM/TAMRA fluorescence; inhibition, % at 20 µM; 330,000 tested, 0.28% active; AID 493012;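 active = inhibition of at least 40% at 20 µM, with no more than 30% in the related APOBEC3A deaminase screen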;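 note: plate controls were DMSO wells with A3G for no effect and wells lacking A3G enzyme for full effect; some compounds called inactive have numbers as strong as hits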
Target sequence (Q9HC16 whole entry, looked up): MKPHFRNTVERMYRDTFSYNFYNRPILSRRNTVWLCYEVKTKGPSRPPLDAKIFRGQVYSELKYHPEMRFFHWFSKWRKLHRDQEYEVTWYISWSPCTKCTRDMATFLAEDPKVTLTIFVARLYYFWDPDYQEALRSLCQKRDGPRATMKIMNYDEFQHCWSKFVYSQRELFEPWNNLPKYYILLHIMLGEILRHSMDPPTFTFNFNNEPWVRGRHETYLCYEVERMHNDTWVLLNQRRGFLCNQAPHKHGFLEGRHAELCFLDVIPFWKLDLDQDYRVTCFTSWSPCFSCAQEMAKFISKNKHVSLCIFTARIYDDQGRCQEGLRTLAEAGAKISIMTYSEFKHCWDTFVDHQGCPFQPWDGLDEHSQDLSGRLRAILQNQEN
mIAP activ – increases mouse intestinal alkaline phosphatase activity; 330,000 tested, 0.24% active; muIAP, CDP-Star luminescence, 30 min; stronger effect = higher value; 1 = vehicle-only enzyme signal, 0 = enzyme-free wells; activation factor at 10 µM;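 active = activation factor of at least 2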; note: the source names both 10 and 20 µM as test concentration; values of inactives mirror those of a sister screen read the other way
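also added = chemiluminescent substrate CDP-Star | test system = mouse IAP enzyme | signal = chemiluminescence readout | compound = DMSO-dissolved test compounds | incubation = 30 min at room temperature | benchmarks = DMSO wells, no-enzyme wells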
hIAP block – blocks human intestinal alkaline phosphatase | purified IAP, CDP-Star luminescence, 30 min | P09923 | AID 2544 | inhibition, % at 10 µM | 330,000 tested, 0.12% active;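 active = inhibition reaching a set limit with compound at 10 µM in the primary screen, cut at about 35% in these data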;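 note: plate controls were DMSO wells with enzyme for no effect and no-enzyme buffer wells for full effect; values of inactives mirror those of a sister screen read the other way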
Target sequence (P09923 whole entry, looked up): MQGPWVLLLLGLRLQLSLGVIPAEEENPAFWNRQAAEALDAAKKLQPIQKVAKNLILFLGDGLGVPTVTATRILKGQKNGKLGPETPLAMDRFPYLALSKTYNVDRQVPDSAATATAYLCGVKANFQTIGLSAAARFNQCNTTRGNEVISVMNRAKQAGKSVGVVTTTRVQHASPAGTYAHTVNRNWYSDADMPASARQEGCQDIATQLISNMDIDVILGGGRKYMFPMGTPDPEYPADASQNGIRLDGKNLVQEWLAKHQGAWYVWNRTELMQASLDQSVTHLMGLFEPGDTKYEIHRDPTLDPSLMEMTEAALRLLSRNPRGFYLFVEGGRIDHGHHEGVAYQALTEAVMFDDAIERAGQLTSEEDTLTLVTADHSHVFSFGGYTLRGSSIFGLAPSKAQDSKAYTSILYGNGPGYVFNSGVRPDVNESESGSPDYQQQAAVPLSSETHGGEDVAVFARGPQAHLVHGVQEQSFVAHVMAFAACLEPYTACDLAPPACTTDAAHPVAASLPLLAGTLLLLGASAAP
beta cell repl – MIN6 beta-cell proliferation induction; 330,000 tested, 0.29% active; MIN6 cells proliferation, ATPlite luminescence, 48 h; cells starved in 0.2% serum; 100% = growth in 10% serum; proliferation, % at 10 µM; AID 2380;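 active = compounds whose signal lies at least 3.5 SD above the mean of all wells on their plate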;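 note: 0% = DMSO-treated cells in low-serum medium and 100% = 10% serum control; some compounds called inactive have numbers as strong as hits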
NLRP3 yeast inh – blocks the NALP3 inflammasome reconstituted in yeast | Yeast reconstituted NLRP3/ASC/caspase-1, beta-gal luminescence, 24 h | inhibition, % at 10 µM | 330,000 tested, 0.39% active | AID 2825;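 active = inhibition of 50% or more; inactive = inhibition below 50%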;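 note: plate controls were induced DMSO wells for no effect and uninduced yeast grown without galactose for full effect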
tim10-1 inh – tim10-1 yeast growth inhibition; S. cerevisiae tim10-1 ts strain growth, BacTiter-Glo, 24 h; inhibition, % at 20 µM; 330,000 tested, 2.2% active;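 active = inhibition of at least 40%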;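 note: mutant grown at 25 °C; 0% = DMSO wells with yeast and 100% = wells holding no yeast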
* = called active by the depositor.

SMILES | mIAP inh | APOBEC3A inh | TIM10 inh | APOBEC3G inh | mIAP activ | hIAP block | beta cell repl | NLRP3 yeast inh | tim10-1 inh
COc1cc(Cl)c([C@@H]2C[C@H]3CN(c4ccccc4)C(=O)[C@]34CCCN24)cc1OC | 2 | -3 | 21 | -6 | 0.98 | 16 | 5 | -16 | 30
Cc1[nH]nc(SCC(=O)NCc2ccc(F)cc2)c1[N+](=O)[O-] | -5 | 2 | 4 | 1 | 1 | 0 | -1 | -4 | 9
CC(=O)N=c1sc(S(N)(=O)=O)nn1C | -1 | -1 | 12 | -2 | 1 | -9 | 1 | 12 | 8
COc1cc(C2NC(=O)c3ccccc3O2)cc(OC)c1OC (stereo not given) | -6 | 0 | 5 | 0 | 1.1 | -10 | 1 | -5 | 23
O=C(O)CCC(=O)Nc1ccccc1C(=O)NCc1ccccc1 | -3 | 0 | -8 | -6 | 1 | -13 | 2 | 5 | 2
CC(C)(C)C(=O)C(CO)(Oc1ccc(Cl)cc1)n1cncn1 (stereo not given) | -1 | 1 | -96 | -2 | 1 | -2 | -4 | 4 | -97
CCOC(=O)c1ccc(NC(=O)COc2ccccc2OC)cc1 | 12 | -4 | 22 | -7 | 0.88 | -20 | -1 | 23 | 20
Cc1ccc(NC(=O)Cn2cc3c(n2)CCC(C)C3)cc1 (stereo not given) | 8 | -4 | 9 | -3 | 0.92 | 8 | -2 | 26 | -1
CC(C)NC(=O)c1ccccc1S(=O)(=O)c1ccccc1C#N | 2 | -5 | -11 | -6 | 0.98 | -7 | -5 | 19 | -14
CC(=O)c1ccc(N2CCN(c3ccc(C(N)=O)cc3[N+](=O)[O-])CC2)cc1 | 8 | -4 | 7 | -8 | 0.92 | 14 | -1 | 5 | 6
CCOC(=O)N1CCC(N2Cc3cccc(C(=O)NCc4ccc5c(c4)OCO5)c3C2=O)CC1 | 10 | 26 | 18 | 9 | 0.91 | 19 | 4 | 0 | 10
Cc1ccc(NC(=O)Cc2nnc(SCC(=O)c3ccc(Br)cc3)n2C)cc1Cl | 10 | -8 | 14 | -3 | 0.9 | -33 | -4 | 7 | -5
CCOC(=O)C1(Cc2ccc(OC)cc2)CCN(C(=O)CCc2cnccn2)CC1 | -2 | -2 | -4 | -3 | 1 | -9 | -5 | -3 | 19
CCNC(=O)/C(C#N)=C/c1c(N2CCCCCC2)nc2ccccn2c1=O | 0 | -3 | -6 | -6 | 0.99 | 8 | 0 | 13 | 18
Cc1ccc2nc(NCc3ccccc3)c(C=O)c(=O)n2c1 | -4 | 1 | -16 | -2 | 1 | -4 | 0 | 17 | 20
COc1ccc(C(=O)Nc2ccc3ncccc3c2)cc1 | -5 | -7 | 6 | 17 | 1.1 | -22 | -5 | 22 | -9
O=c1cc(CO)occ1OCc1c(F)cccc1Cl | -12 | 4 | -7 | -1 | 1.1 | -4 | 4 | 9 | 9
CC(=O)NC(Cc1ccccc1)C(=O)N1CCN(C(=O)c2cccs2)CC1 (stereo not given) | -4 | 4 | -7 | 2 | 1 | 11 | -3 | 16 | 2
CC1=C/C(=N\S(=O)(=O)c2ccccc2)C(C(C)C)=CC1=O | 6 | -2 | 27 | -6 | 0.94 | 14 | -5 | 17 | 34
CC1CCCC(C)N1C(=O)/C=C/c1ccc(S(=O)(=O)N2CCOCC2)cc1 (stereo not given) | -6 | 1 | 6 | -7 | 1.1 | 0 | -3 | 3 | 14
CCOc1ccc2[nH]c(=O)c(CN(CC3COCCO3)C(=O)C3CC3)cc2c1 (stereo not given) | -9 | -1 | 3 | -3 | 1.1 | 3 | -3 | 5 | 9
Cc1cccc(C)c1NC(=O)c1ccc(N2CCCC2=O)cc1 | -6 | -1 | 3 | -5 | 1.1 | 2 | 5 | 22 | 4
CCn1ncc([N+](=O)[O-])c1C(=O)Nc1nc2cccc(C)c2s1 | -3 | 2 | 32 | 4 | 1 | -15 | -2 | 38 | 47*
O=C(Nc1ccc2nc(-c3ccc4nc[nH]c4c3)[nH]c2c1)c1cccs1 | -9 | -2 | 0 | -5 | 1.1 | -49 | 0 | 14 | 8
O=C(NCc1nc2ccccc2[nH]1)c1cccc(S(=O)(=O)N2CCCC2)c1 | 14 | 0 | 6 | 0 | 0.86 | -6 | 1 | -5 | 4

Sorted by number of heavy atoms (low to high): some entries from above
SMILES | mIAP inh | APOBEC3A inh | TIM10 inh | APOBEC3G inh | mIAP activ | hIAP block | beta cell repl | NLRP3 yeast inh | tim10-1 inh
Cc1ccc(NC(=O)Cn2cc3c(n2)CCC(C)C3)cc1 (stereo not given) | 8 | -4 | 9 | -3 | 0.92 | 8 | -2 | 26 | -1
COc1cc(C2NC(=O)c3ccccc3O2)cc(OC)c1OC (stereo not given) | -6 | 0 | 5 | 0 | 1.1 | -10 | 1 | -5 | 23
CCNC(=O)/C(C#N)=C/c1c(N2CCCCCC2)nc2ccccn2c1=O | 0 | -3 | -6 | -6 | 0.99 | 8 | 0 | 13 | 18
Cc1ccc(NC(=O)Cc2nnc(SCC(=O)c3ccc(Br)cc3)n2C)cc1Cl | 10 | -8 | 14 | -3 | 0.9 | -33 | -4 | 7 | -5

(further entries)
SMILES | mIAP inh | APOBEC3A inh | TIM10 inh | APOBEC3G inh | mIAP activ | hIAP block | beta cell repl | NLRP3 yeast inh | tim10-1 inh
Cn1c(=O)c(Oc2cc(Cl)cc(Cl)c2)nc2ccccc21 | 9 | -2 | 2 | -4 | 0.91 | 3 | -3 | 0 | 12
Cc1ccc(C)c(NS(=O)(=O)c2ccc(-c3cnc(C4CC4)o3)cc2)c1 | 2 | -2 | 0 | -4 | 0.98 | -12 | -8 | 12 | 36
CCC1(CC)Cc2ccccc2C(Nc2c(C)n(C)n(-c3ccccc3)c2=O)=N1 | -2 | 2 | -6 | -6 | 1 | -4 | 2 | 18 | 0
CSC(=S)N/N=C(\C)c1ccccc1 | 10 | 0 | 22 | -10 | 0.9 | -29 | -6 | 40 | 34
CC(CCc1ccccc1)NC(=O)CCC1CCCC1 (stereo not given) | 0 | -3 | 20 | -7 | 1 | -6 | -2 | 3 | 19
c1ccc(CCN2CN(CCCN3CCOCC3)c3nc4ccccc4n3C2)cc1 | -9 | -3 | 7 | -5 | 1.1 | 15 | -3 | 9 | 22
CCn1c2ccccc2c2cc(/C(C)=N/O)ccc21 | 1 | -7 | 42* | -9 | 0.99 | 11 | 3 | 14 | 61*
CCOc1cccc(N2C(=O)CC(N3CCN(c4ccc(S(=O)(=O)CC)cc4)CC3)C2=O)c1 (stereo not given) | 1 | -6 | 2 | -8 | 0.99 | 9 | -1 | -13 | 28
O=C(Nc1nc2ccccc2c(=O)s1)c1ccc(F)cc1Cl | 5 | -4 | -2 | -12 | 0.95 | -2 | -7 | 0 | -7
CC(C)(C)c1ccc(O)c(/C=N\O)c1 | -4 | -4 | -1 | -1 | 1 | -29 | 1 | -23 | 25
CCc1nc2ccc(C(=O)N(C)CC(=O)Nc3ccccc3C(F)(F)F)cc2nc1CC | 1 | -2 | -7 | -5 | 0.99 | 5 | 1 | 10 | -2
C[C@H](CO)N1C[C@H](C)[C@@H](CN(C)C(=O)Nc2ccc(C(F)(F)F)cc2)Oc2c(NC(=O)Nc3ccccc3)cccc2C1=O | -25 | 2 | 8 | 1 | 1.2 | 8 | -4 | 26 | 7
Cn1ccnc1SCC(=O)c1ccc2ccccc2c1 | -3 | -5 | 8 | -9 | 1 | 0 | 0 | 2 | 17
COc1ccccc1CNC(=O)COC(=O)CNS(=O)(=O)c1ccc(C)cc1 | -4 | 4 | 13 | 6 | 1 | -10 | -1 | 10 | -3
COc1ccc(C(c2nnnn2Cc2ccccc2)N2CCN(c3nc4ccccc4s3)CC2)cc1 (stereo not given) | -17 | -3 | 8 | 3 | 1.2 | -12 | -4 | 12 | 31
CC1=C(C(=O)OCCOc2ccccc2)C(c2ccsc2)NC(=O)N1C (stereo not given) | -7 | 4 | -21 | -2 | 1.1 | -2 | -2 | 36 | -22
Cc1ccc(SCC(=O)OCC(=O)N(CC(C)C)C2CCS(=O)(=O)C2)cc1C (stereo not given) | -1 | -2 | 6 | -6 | 1 | -3 | -2 | -1 | 7
OC(COCc1ccc2c(c1)OCO2)CN1CCN(Cc2ccccc2)CC1 (stereo not given) | 1 | -15 | -9 | -6 | 0.99 | -20 | 6 | 14 | -19
CC(=O)C1(C)N(O)C(C)(C)C(c2cccs2)=[N+]1[O-] (stereo not given) | 8 | 0 | 0 | -4 | 0.92 | -6 | 1 | 4 | 3
CN1CCN(Cc2nnc(-c3ccccc3)o2)CC1 | 8 | -2 | 11 | -7 | 0.92 | 11 | -1 | 8 | -8
Cc1ncc([N+](=O)[O-])n1CC(=O)Nc1ccc2c(c1)OCO2 | -3 | 0 | 7 | -3 | 1 | -32 | 0 | 0 | 7
Cc1ccc(NS(=O)(=O)c2cc(C(=O)N3CCc4ccccc4C3)ccc2Cl)cc1 | 3 | -4 | 20 | -9 | 0.97 | 1 | -2 | 19 | -21
Fc1ccc(OCCCCN2CCOCC2)cc1 | -6 | -2 | -8 | -10 | 1.1 | 1 | 1 | 14 | -40
CC(=O)OC(COc1ccccc1)Cn1cnc2ccccc21 (stereo not given) | 6 | 1 | -1 | -4 | 0.94 | 9 | -1 | 12 | 1
COc1ccc2c(c1)/C(=N/OC(=O)c1cccs1)CCC2 | 1 | 0 | 19 | 0 | 0.99 | -18 | 2 | 6 | 52*

Next structures:
SMILES | mIAP inh | APOBEC3A inh | TIM10 inh | APOBEC3G inh | mIAP activ | hIAP block | beta cell repl | NLRP3 yeast inh | tim10-1 inh
COc1ccc(/C=N/NC(=O)CCN2CCN(c3ccccc3)CC2)c(OC)c1OC | -12 | -5 | -3 | -4 | 1.1 | -4 | -1 | 13 | 16
CCOc1cc(C(c2c(C)[nH][nH]c2=O)c2c(C)[nH][nH]c2=O)ccc1OS(=O)(=O)c1ccc(C)cc1 | 1 | -3 | -8 | -3 | 0.99 | -12 | -4 | -4 | 30
O=C(Nc1ccccc1C(=O)NCc1ccco1)c1ccccc1 | 1 | -5 | 24 | -5 | 0.99 | 6 | -3 | 16 | 40
CCCCOC(=O)c1ccc(NC(=O)c2cc(Cl)c(Cl)cc2C(=O)O)cc1 | 1 | -4 | -6 | 1 | 0.99 | -22 | 1 | 18 | 2
Cc1cccn2c(=O)c(C=NCCO)c(Nc3ccc(Cl)cc3)nc12 | 14 | -1 | 5 | -5 | 0.86 | 9 | -4 | 12 | 21
Cc1ccccc1N=Cc1cccc(O)c1O | 36 | 10 | 10 | 70* | 0.64 | -12 | -2 | 12 | 8
CC(C(=O)NC1CCCC1)N1CCN(S(=O)(=O)c2ccccc2Cl)CC1 (stereo not given) | 7 | 1 | 12 | 1 | 0.93 | 5 | 0 | 11 | 10
COc1ccc(Cl)cc1N1C(=NC(=O)C2CCCO2)SC2CS(=O)(=O)CC21 (stereo not given) | -2 | -1 | 11 | -4 | 1 | -2 | 4 | 11 | -8
CC(=O)NC(CC(=O)OCC(=O)N1CCc2ccccc21)c1ccccc1 (stereo not given) | 2 | 2 | 8 | -1 | 0.98 | -5 | -2 | 13 | -3
O=C(Nc1ccccc1F)C1CCN(C(=O)NCc2ccccc2)CC1 | 5 | -2 | 5 | -6 | 0.95 | 4 | 1 | 21 | -13
C=CCc1cccc2cc(C(=O)OCC)c(=O)oc12 | -2 | 7 | -17 | 3 | 1 | 7 | 1 | 10 | 15
COc1ccc(N2CCN(C(=O)c3cc(N4C(=O)C5C6CCC(C6)C5C4=O)ccc3Cl)CC2)cc1 (stereo not given) | 5 | -1 | 12 | -4 | 0.95 | 0 | -1 | 8 | 20
CC1(c2nnc(-c3ccc(Cl)cc3)o2)CC(c2cccc(Cl)c2)=NO1 (stereo not given) | 12 | 0 | -30 | -9 | 0.88 | 20 | -4 | 18 | 7
